# PTAP-TSG101 blk – blocks PTAP binding to human TSG101, validation; Q99816; Potency, µM (series often up to 115 µM), without a hit: top-dose activity change, negative = inhibition, actives largely listed as inhibitors; AID 1347069; Fluorescence polarization, FITC-PTAP peptide/Tsg101, 20 min; 44,000 tested, under 10 active; further: potency means the concentration at half of the fitted maximal effect; 0% is about no effect
# Target sequence (Q99816 whole entry, looked up): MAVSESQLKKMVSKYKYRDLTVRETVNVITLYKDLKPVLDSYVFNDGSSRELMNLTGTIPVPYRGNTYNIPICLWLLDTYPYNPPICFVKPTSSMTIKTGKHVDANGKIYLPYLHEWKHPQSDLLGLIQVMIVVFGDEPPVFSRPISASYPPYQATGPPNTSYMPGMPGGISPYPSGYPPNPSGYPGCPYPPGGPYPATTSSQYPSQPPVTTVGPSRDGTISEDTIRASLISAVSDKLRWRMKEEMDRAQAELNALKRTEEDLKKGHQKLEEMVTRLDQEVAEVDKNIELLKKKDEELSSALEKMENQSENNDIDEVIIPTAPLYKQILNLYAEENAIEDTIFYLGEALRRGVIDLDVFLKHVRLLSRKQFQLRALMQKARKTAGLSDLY
#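 Fluorescence polarization: Tsg101 binding domain (10 uM final) in 10 mM HEPES pH 7.5, 0.15 M NaCl, 0.01% Tween 20, 3 mM EDTA, 0.1 mM TCEP; compounds pinned; FITC-PTAP peptide 50 nM final; 20 min, r.t.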
# p53null 32C kill – p53 null cell cytotoxicity, permissive temperature; H1299-neo p53 null cells, ATP luminescence, 24 h, 32C; Potency, µM (top dose mostly 46.1 µM), inactives show at the top dose activity change, negative = cytotoxicity, actives largely listed as cytotoxic; 0.62% of 55,000 active;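 further: potency means the concentration at half of the fitted maximal effect; 0% = DMSO only and -100% = full killing by 100 µM tamoxifen; nearly all actives have a fitted effect of over 55% in size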
#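 H1299-neo (p53-null) cells, 600/well, were pre-incubated overnight at 37C, then exposed to compounds at up to 46 uM for 24 hr at 32C. Viability was measured as ATP content by luminescence, and AC50 values came from Hill fits.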
# B2AR arrestin ag – agonists recruiting beta-arrestin to human beta2-adrenergic receptor. P07550. HTLA Tango cells, beta-arrestin recruitment, luciferase luminescence, 18 h. Potency, µM (doses to about 46.1 µM), inactives show top-dose activation, actives largely listed as activators. 44,000 tested, under 10 active. AID 1347077;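 further: potency means the concentration at half of the fitted maximal effect; 0% = DMSO and full agonism = EC100 isoproterenol or metaproterenol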
# Target sequence (P07550 whole entry, looked up): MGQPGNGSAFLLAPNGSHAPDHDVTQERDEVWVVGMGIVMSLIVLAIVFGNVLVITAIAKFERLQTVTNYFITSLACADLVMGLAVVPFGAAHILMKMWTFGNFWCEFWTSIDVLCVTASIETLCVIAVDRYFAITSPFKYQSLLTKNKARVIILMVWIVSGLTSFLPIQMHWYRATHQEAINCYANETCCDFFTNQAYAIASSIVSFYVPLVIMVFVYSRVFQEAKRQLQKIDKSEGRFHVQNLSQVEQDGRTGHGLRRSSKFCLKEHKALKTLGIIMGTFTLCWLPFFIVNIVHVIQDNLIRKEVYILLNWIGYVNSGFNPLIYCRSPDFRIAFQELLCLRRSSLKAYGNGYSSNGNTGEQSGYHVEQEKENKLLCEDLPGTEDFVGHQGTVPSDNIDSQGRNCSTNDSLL
#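 Receptor–beta-arrestin recruitment read by tTA-responsive luciferase: compound titrations (up to 46 µM) incubated 18 h with Tango cells, then luminescent substrate 15 min at room temperature. Concentration-response fits classified by r2, efficacy and activity.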
# FH mod – Identification of activators of human fumarate hydratase by quantitative high-throughput screening; Fumarate hydratase, mitochondrial (Homo sapiens), P07954; FH coupled MDH/diaphorase resazurin fluorescence, 15 min; Potency, µM (titrated, usually from 79.9 µM), for inactives: at the highest dose activity change, negative = inhibition, actives largely listed as inhibitors; 0.22% of 54,000 active; AID 1347055, 2019; further: potency means the concentration at half of the fitted maximal effect; on the % scale 0 is the no-effect control and ±100 the full control effect; the screen sought activators but most active calls are inhibition curves; nearly all actives have a fitted effect of over 45% in size
# GALK inh – inhibits human galactokinase | recombinant GALK, Kinase-Glo ATP luminescence, 1 h | Potency, µM (series often up to 57.5 µM), for the others: top-dose activity, negative = inhibition, most hits filed as inhibitors | 44,000 tested, under 10 active | AID 1347072;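 further: plate controls were full GALK reaction for no effect and reaction lacking GALK for full effect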
#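 5 nM GALK with 35 µM ATP and 100 µM galactose in HEPES pH 8.0, MgCl2, NaCl, DTT, BSA; 1 h RT reaction, remaining ATP detected by Kinase-Glo Plus luminescence after 10 min; qHTS concentration series.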
# p53null 39C tox – selectivity test: cytotoxicity in p53 null cells, nonpermissive temperature; H1299 p53-null (neo) cells, 39C, ATPlite viability, 24 h; Potency, µM (series often up to 46.1 µM), without a hit: at the highest dose activity, negative = cell killing, most hits filed as cytotoxic; 0.97% of 55,000 active;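 further: potency means the concentration at half of the fitted maximal effect; 0% = DMSO only and -100% = full killing by 100 µM tamoxifen; nearly all actives have a fitted effect of over 50% in size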
#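 Concentration-response (up to 46 uM) was run for 24 h at the nonpermissive 39C on H1299-p53A138V or H1299-neo cells. ATP content was measured with ATPlite luminescence. AC50 values were Hill-modeled after normalizing between DMSO and 100 uM tamoxifen killing.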
# NTMT1 inh – inhibitors of human N-terminal methyltransferase NTMT1; NTMT1 MTase-Glo SAH luminescence, purified enzyme; Potency, µM (doses to about 114 µM), inactives show at the highest dose activity change, negative = inhibition, actives largely listed as inhibitors; 2.5% of 59,000 active;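 further: potency means the concentration at half of the fitted maximal effect; plate controls were DMSO vehicle for no effect and no enzyme for full effect; nearly all actives have a fitted effect of over 65% in size; many of its hits are not listed in these tables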
# Target sequence (Q9BV86 whole entry, looked up): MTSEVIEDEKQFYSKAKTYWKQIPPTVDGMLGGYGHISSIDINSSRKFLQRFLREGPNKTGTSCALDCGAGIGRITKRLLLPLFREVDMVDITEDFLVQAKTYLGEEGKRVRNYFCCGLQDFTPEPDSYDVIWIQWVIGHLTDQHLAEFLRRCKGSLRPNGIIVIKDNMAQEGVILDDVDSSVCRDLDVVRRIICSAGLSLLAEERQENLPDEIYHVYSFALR
# Active calls of the source: *; ? = inconclusive; . = no result given; [ ] = remark or other dose. The call rests on the fitted dose curve; in most records, active means well fitted curve in the direction sought with a large enough effect; inconclusive means small, poorly fitted or top-dose-only effect, or another doubt; inactive means no such curve, though single readings can be large; an effect the other way counts as inactive or inconclusive. Only part of the results is shown (hit frequency here may not be typical).
molecule,PTAP-TSG101 blk,p53null 32C kill,B2AR arrestin ag,FH mod,GALK inh,p53null 39C tox,NTMT1 inh
COCCCNc1ncnc2onc(-c3ccc(F)cc3)c12,1%,4%,3%,2%,-1%,14%,?
Cc1ccc(-c2nnc(Nc3cccc(Br)c3)c3ccccc23)cc1S(=O)(=O)N1CCN(C)CC1,-4%,14%,-2%,-16%,-2%,25%,11%
Cc1ccccc1C(=O)Nc1c(C(=O)Nc2cccc(F)c2)oc2ccccc12,-3%,-3%,0%,-15%,-2%,-4%,-2%
CCOC(=O)c1cc(C)n(CC2CCC(C(=O)Nc3cccc(C)c3)CC2)c1C (configuration not stated),-1%,7%,1%,.,1%,26%,.
CN(C)CCCN(C(=O)c1ccc(Br)s1)c1nc2ccc(F)cc2s1,1%,-9%,0%,-9%,0%,-13%,-16%
Cc1ccc(N2CC(NC(=O)Cc3cccs3)CC2=O)cc1 (configuration not stated),4%,-3%,-4%,-20%,-2%,8%,5%
COc1ccccc1NC(=O)CSc1nnc2c3ccccc3n(C)c2n1,1%,0%,-2%,?,-1%,27%,7%
Cc1ccc2oc(=O)c3cc(C(=O)NCc4ccc(Cl)cc4)sc3c2c1,-1%,-4%,0%,3%,0%,-15%,?
Cc1ccc2c(=O)cc(C(=O)Nc3ccc(S(=O)(=O)N4CCCCC4C)cc3)oc2c1C (configuration not stated),1%,-2%,0%,1%,8%,-9%,11%
CCC(C)NC(=O)c1cc2n(n1)CCCN(Cc1ccc(C)cc1)C2=O (configuration not stated),-7%,0%,0%,-6%,3%,10%,4%
CCOC(=O)C1CCCN(C(=O)c2ccc3c(c2)N(Cc2ccccc2)C(=O)c2ccccc2S3(=O)=O)C1 (configuration not stated),-3%,2%,-1%,-21%,8%,-11%,6%
Cc1ccccc1NC(=O)C1CCN(C(=O)c2cnn(-c3ccccc3)c2-n2cccc2)CC1,1%,13%,-1%,2%,0%,1%,-7%
CCOC(=O)c1ccccc1NC(=O)Cn1c(=O)n(-c2ccc(CC)cc2)c(=O)c2c(C)c(C(=O)N(C)C)sc21,1%,4%,?,10%,-8%,0%,-29%
CCc1ccc(NC(=O)N(Cc2c[nH]c3ccccc23)C2CCCCC2)cc1,1%,-3%,-2%,-34%,9%,-16%,5%
CCc1ccc(C(=O)c2cnc3ccc(F)cc3c2S(=O)(=O)c2ccccc2)cc1,8%,26%,0%,-26%,2%,78%[activator],1%
CCN1C(=O)c2ccccc2S(=O)(=O)c2ccc(C(=O)NCc3ccccc3)cc21,-6%,-5%,-1%,-16%,-1%,-13%,1%
COc1ccc(OC)c(CCNC(=O)Cn2ncc3c([nH]c4ccccc43)c2=O)c1,2%,-1%,1%,-17%,2%,-15%,-5%
Cc1cccc(N2CCN(C(=O)CN3C(=O)COc4ccc(S(=O)(=O)N5CCCCCC5)cc43)CC2)c1C,-1%,10%,0%,-18%,0%,14%,0%
Cc1cccc(C)c1NC(=O)Cn1nnc(C(=O)Nc2c(C)cccc2C)c1N,0%,3%,1%,-2%,-1%,14%,8%
O=C(Nc1cccc(-c2nc3ccccc3o2)c1)c1cc([N+](=O)[O-])ccc1N1CCOCC1,-21%,6%,-2%,-12%,0%,-5%,7%
Cc1cccc(C(=O)Nc2ccc(-c3nc4ccccc4s3)cc2Cl)c1,1%,-9%,-2%,-2%,2%,2%,1%
Cn1c(=O)c(=O)n(C)c2cc(S(=O)(=O)N3CCN(c4ccc(F)cc4)CC3)ccc21,1%,6%,0%,-2%,-2%,-4%,?
CC(=O)Nc1cccc(NC(=O)CSc2nccn2Cc2ccc3c(c2)OCO3)c1,-1%,-6%,0%,-2%,2%,16%,2%
CCn1cc(C(=O)N2CCN(c3ccc(F)cc3)CC2)c(=O)c2cc(S(=O)(=O)N3CCOCC3)ccc21,-1%,-6%,1%,-11%,1%,-18%,-3%
CCOc1ccccc1NC(=O)Cn1c(=O)n(CCCC(=O)NCc2ccc(C)cc2)c(=O)c2ccccc21,1%,-18%,0%,-5%,-7%,?,-14%
COc1ccc(-c2nc3ccc(C)cn3c2Nc2ccc3c(c2)OCO3)cc1,-9%,7%,0%,-2%,8%,-10%,-8%
Cc1ccccc1CSc1nc2cccnc2n1Cc1ccc(C(=O)NC2CC2)cc1,-3%,?,1%,1%,0%,?,?
Cc1cn2c(=O)cc(COC(=O)COc3ccccc3C)nc2s1,0%,5%,2%,-16%,0%,-8%,4%
CCc1cccc(NC(=O)CN(c2ccc(C)c(C)c2)S(=O)(=O)c2ccsc2C(=O)OC)c1,-5%,-9%,7%,-20%,0%,9%,-8%
Cn1nnnc1SCCNCc1ccc(OCc2ccc(Cl)cc2)cc1,-2%,?,1%,-25%,9%,-15%,?
CCN(c1ccc(OC)cc1)S(=O)(=O)c1c(C(=O)N2CCCCCC2)c(C)n(C)c1C,0%,-1%,0%,4%,-1%,-6%,0%
CCc1nnc2c(N3CCN(c4cccc(C)c4)C(C)C3)nc3ccccc3n12 (configuration not stated),4%,19%,1%,-24%,-2%,105%[activator],1%
Cc1cc2ccccc2n1CCNC(=O)c1cccc(Br)c1,-3%,1%,1%,-16%,3%,-14%,-5%
COc1ccc(CN(C(=O)c2cc3ccccc3oc2=O)C2CCS(=O)(=O)C2)cc1OC (configuration not stated),-4%,-10%,1%,4%,1%,-23%,-14%
Cc1ccccc1CSc1cn(CC(=O)N2CCCC2)c2ccccc12,0%,29%,0%,?,4%,?,-13%
CCCCNC(=O)CSc1nc2cc3c(cc2c(=O)n1CCCCCC(=O)NCCc1ccc(OC)c(OC)c1)OCO3,-4%,1%,-3%,-1%,-1%,2%,8%
O=S(=O)(c1ccc(-c2csc(=Nc3ccc(OC(F)(F)Cl)cc3)n2CCCO)cc1)N1CCCC1,1%,-5%[9.22 µM],-2%,?,6%,22%,?
CC(C)c1ccc2oc(-c3ccc(NC(=O)c4cc5ccccc5o4)cc3)nc2c1,0%,3%,-1%,-4%,-16%,-6%,-8%
COc1ccc(-c2cn3nc(N4CCCC(C(=O)Nc5cc(C)ccc5C)C4)sc3n2)cc1 (configuration not stated),0%,-11%,2%,-3%,4%,-13%,6%
Cc1ccc(C(=O)NCc2ccccc2)cc1NC(=O)c1nsc2ccccc12,-3%,-9%,-1%,-14%,1%,-25%,-1%
COc1ccc(CNC(=O)Cc2coc3ccc(C(C)C)cc23)cc1,0%,10%,0%,-10%,-10%,24%,?
COc1ccc(S(=O)(=O)N(CC(=O)NCc2ccccc2)c2ccc(C)cc2)cc1OC,-1%,2%,0%,-9%,-18%,-11%,1%
COc1ccc(-c2noc(COc3cc(C)ccc3C)n2)cc1OC,-2%,2%,-2%,?,-1%,4%,3%
COc1ccccc1NC(=O)c1nc(SCc2ccc(F)cc2)ncc1Cl,2%,-8%,-1%,-5%,2%,-3%,-16%
COc1cccc(NC(=O)CSC2=Nc3ccccc3C3=NC(CC(=O)NCc4ccc5c(c4)OCO5)C(=O)N23)c1 (configuration not stated),-2%,0%,-1%,-30%,-7%,-3%,-10%
COc1cc2c(cc1OC)n(CC(=O)c1cc(C)ccc1C)c(=O)n1nc(CCn3nc(C)cc3C)nc21,1%,5%,0%,13%,1%,0%,0%
Cc1nc2cc(C(=O)O)ccc2n1-c1ccc(C(C)C)cc1,0%,15%,9%,2%,-16%,10%,0%
O=C(COc1ccccc1)N(Cc1cccnc1)c1nc2ccc(Cl)cc2s1,1%,-12%,-3%,-2%,0%,4%,3%
CCOc1ccc(S(=O)(=O)Nc2ccc3oc(C)c(C(=O)OCCOC)c3c2)cc1,-3%,12%,0%,?,-1%,13%,6%
O=C(Cn1cc(S(=O)(=O)Cc2ccccc2Cl)c2ccccc21)Nc1ccc(F)cc1F,2%,3%,-1%,-22%,-2%,-21%,0%
COc1cccc(-c2csc(-c3c(N)c(C(=O)c4ccc5c(c4)OCO5)n4ccccc34)n2)c1,-1%,-2%,-3%,-3%,8%,-12%,-5%
Cc1cc2c(=O)c(C(=O)c3ccncc3)cn(CC(=O)Nc3cccc(C)c3C)c2cc1C,2%,9%,0%,-1%,-2%,-5%,-18%
Cn1c(NCCCO)nc2c1c(=O)n(Cc1cccc(F)c1)c(=O)n2C,-8%,2%,0%,-9%,0%,-19%,7%
COC(=O)c1cc(C)nc2c1c(=O)nc(SCc1cc(C)ccc1C)n2C1CC1,-10%,3%,0%,-23%,2%,-5%,-14%
CCOC(=O)c1sc2ccccc2c1S(=O)(=O)Nc1cc(OC)ccc1OC,-4%,3%,0%,-29%,0%,-1%,-13%
Cc1cc(Oc2c(C(F)(F)F)oc3c(CN4CCC(C)CC4)c(O)ccc3c2=O)cc(C)c1Cl,-1%,0%,0%,1%,3%,-29%,7%
CCN1CCN(C(=O)c2c(C)nn(-c3ccc(F)cc3)c2-n2cccc2)CC1,1%,4%,-1%,0%,0%,-5%,-6%
CCOc1ccc(NC(=O)N2CCC(N3CCCCC3)CC2)cc1,-4%,-8%,-4%,-3%,10%,-3%,19%
COc1ccc(-c2cc(OC(=O)c3ccc(Cl)cc3)c3c(C)oc(C)c3c(=O)c2)cc1,-1%,16%,5%,-28%,3%,-10%,-9%
CCOC(=O)c1c(S(=O)(=O)N2CCC(C(=O)Nc3cccc(C#N)c3)CC2)c(C)n(C)c1C,-3%,-17%,-3%,-3%,1%,11%,9%
O=C(c1ccc2c(c1)N(Cc1ccc(Cl)cc1)C(=O)c1ccccc1S2(=O)=O)N1CCOCC1,1%,0%,0%,-6%,0%,-26%,20%
CCOc1ccc(OCC)c(NC(=O)C2CCN(S(=O)(=O)c3cn(C)cn3)CC2)c1,4%,0%,-1%,-22%,4%,4%,?
O=C(Cc1ccc(NC(=O)N2CCSc3ncccc32)cc1)NCc1ccccc1,-2%,-3%,0%,6%,0%,-4%,-1%

# Arranged by length of the SMILES (falling): part of the list above.
molecule,PTAP-TSG101 blk,p53null 32C kill,B2AR arrestin ag,FH mod,GALK inh,p53null 39C tox,NTMT1 inh
Cc1cc2c(=O)c(C(=O)c3ccncc3)cn(CC(=O)Nc3cccc(C)c3C)c2cc1C,2%,9%,0%,-1%,-2%,-5%,-18%
O=C(Cn1cc(S(=O)(=O)Cc2ccccc2Cl)c2ccccc21)Nc1ccc(F)cc1F,2%,3%,-1%,-22%,-2%,-21%,0%
O=C(Cc1ccc(NC(=O)N2CCSc3ncccc32)cc1)NCc1ccccc1,-2%,-3%,0%,6%,0%,-4%,-1%

# Screens (PubChem)
